# Source: PubChem (National Center for Advancing Translational Sciences (NCATS))
# FEN1 inhibitor – human FEN1 inhibition | P39748 | Potency, µM (series often up to 114 µM), for inactives: at the highest dose activity change, negative = inhibition, most hits filed as inhibitors | 390,000 tested, 0.35% active | Recombinant FEN1 flap cleavage, fluorescence, 15 min; further: nearly all actives have a fitted effect of over 65% in size
#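 FEN1 at 10 nM, compound pretreatment for 15 min (room temperature), 50 nM final substrate to initiate; endpoint reads at 0 and 15 min; DMSO-only plates used as vehicle background.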
# N370S GC mod – inhibits or activates N370S mutant glucocerebrosidase; P04062; N370S GC spleen homogenate, 4MU-glucoside fluorescence; Potency, µM (doses to about 59.4 µM), inactives show top-dose activity change, negative = inhibition, most hits filed as inhibitors; 330,000 tested, 0.092% active; AID 2101;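 further: 0% = full enzyme activity and -100% = no enzyme basal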
# KAT2A inh – inhibitors of human GCN5L2 histone acetyltransferase | 390,000 tested, 0.21% active | Potency, µM (doses to about 58.9 µM), inactives show top-dose activity change, negative = inhibition, usual class: inhibitors | GCN5L2 HAT assay, ThioGlo1 CoA-SH fluorescence | AID 504327
# Target sequence (Q92830 whole entry, looked up): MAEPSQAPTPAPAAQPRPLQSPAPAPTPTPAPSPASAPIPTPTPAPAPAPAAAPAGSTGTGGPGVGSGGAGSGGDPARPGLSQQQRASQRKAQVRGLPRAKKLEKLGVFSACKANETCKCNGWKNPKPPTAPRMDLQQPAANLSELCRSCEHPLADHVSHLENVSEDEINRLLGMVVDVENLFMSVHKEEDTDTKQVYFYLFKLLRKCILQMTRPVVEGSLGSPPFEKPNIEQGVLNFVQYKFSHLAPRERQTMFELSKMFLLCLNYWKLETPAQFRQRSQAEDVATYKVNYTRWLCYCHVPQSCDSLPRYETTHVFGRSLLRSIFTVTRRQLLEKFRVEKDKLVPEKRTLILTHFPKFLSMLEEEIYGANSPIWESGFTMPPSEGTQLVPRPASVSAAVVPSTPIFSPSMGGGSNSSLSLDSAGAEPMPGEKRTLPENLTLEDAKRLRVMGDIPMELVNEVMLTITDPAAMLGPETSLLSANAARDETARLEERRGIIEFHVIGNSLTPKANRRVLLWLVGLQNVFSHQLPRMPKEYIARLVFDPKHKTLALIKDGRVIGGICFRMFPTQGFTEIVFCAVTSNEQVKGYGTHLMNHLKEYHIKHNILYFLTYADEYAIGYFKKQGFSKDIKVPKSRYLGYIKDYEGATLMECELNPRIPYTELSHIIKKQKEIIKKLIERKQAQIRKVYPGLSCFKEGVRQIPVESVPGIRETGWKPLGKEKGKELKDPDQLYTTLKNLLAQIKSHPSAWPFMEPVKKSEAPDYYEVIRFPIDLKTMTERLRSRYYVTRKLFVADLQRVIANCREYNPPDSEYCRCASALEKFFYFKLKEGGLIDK
#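 Free CoA generated was detected with ThioGlo1 (50uM) fluorescence at Ex340nm/Em540nm, read immediately and after 20 min at room temperature. Enzyme, 20 nM in HEPES pH 7.5 buffer, saw compounds 15 min before adding 75uM H3(1-25) peptide and 70uM acetyl-CoA.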
# * marks the source's active call; other numbers are inactive results; ? = inconclusive; . = not tested or not shown; & = joins results of further samples. The call rests on the fitted dose curve; in most records, active means well fitted curve in the direction sought with a large enough effect; inconclusive means small, poorly fitted or top-dose-only effect, or another doubt; inactive means no such curve, though single readings can be large; an effect the other way counts as inactive or inconclusive. Unless noted, on the % scale 0 is the no-effect control and ±100 the full control effect; potency means the concentration at half of the fitted maximal effect.
FEN1 inhibitor | KAT2A inh | N370S GC mod | compound
-19% | 1% | ? | OCCN1CCN(CC/C=C2/c3ccccc3Sc3ccc(Cl)cc32)CC1
-2% | 4% | 2% | CN1CCN(c2ccc(CNC(=O)c3cc4ccccc4o3)cc2)CC1
2% | 1% | . | COc1ccc(C(=O)N2CCNC(=O)C2)cc1S(=O)(=O)Nc1ccc(Br)cc1
-1% | -5% | -3% | COCCNS(=O)(=O)c1ccc2c(c1)Cc1cc(S(=O)(=O)NCCOC)ccc1-2
-2% | 2% | 4% | CC(C)C(=O)Nc1nnc(CCc2nnc(NC(=O)C(C)C)s2)s1
1% | -4% | 9% | CCOc1ccc2nc(N(CCN(CC)CC)C(=O)c3cccc([N+](=O)[O-])c3)sc2c1
-5% | 0% | -15% | Cc1ccc(NC(=O)CSc2nc(=O)n(CCCN3CCOCC3)c3c2CCCC3)cc1
2% | -4% | -5% | COc1cc(CNn2cn[nH]c2=S)ccc1OCC(=O)NC(C)(C)C
10% | -7% | 3% | CN(C)S(=O)(=O)Oc1ccc(Cl)cc1C(=O)Nc1ccc(F)cc1F
-4% | 1% | -10% | CC1(c2ccccc2)NC(=O)N(CC(=O)N2CCN(S(=O)(=O)c3ccccc3[N+](=O)[O-])CC2)C1=O (stereo not drawn)
-3% | -5% | . | COc1ccc(CNC(=O)COC(=O)C(CCSC)NC(=O)c2ccco2)cc1OC (stereo not drawn)
-6% | -1% | -10% | O=C(Nc1ccnn1C1CCN(CC2CC=CCC2)CC1)c1ccccc1Cl (stereo not drawn)

# No new results follow: an excerpt of the list.
FEN1 inhibitor | KAT2A inh | N370S GC mod | compound
2% | -4% | -5% | COc1cc(CNn2cn[nH]c2=S)ccc1OCC(=O)NC(C)(C)C
10% | -7% | 3% | CN(C)S(=O)(=O)Oc1ccc(Cl)cc1C(=O)Nc1ccc(F)cc1F
-4% | 1% | -10% | CC1(c2ccccc2)NC(=O)N(CC(=O)N2CCN(S(=O)(=O)c3ccccc3[N+](=O)[O-])CC2)C1=O (stereo not drawn)
-3% | -5% | . | COc1ccc(CNC(=O)COC(=O)C(CCSC)NC(=O)c2ccco2)cc1OC (stereo not drawn)
-6% | -1% | -10% | O=C(Nc1ccnn1C1CCN(CC2CC=CCC2)CC1)c1ccccc1Cl (stereo not drawn)

# New compounds follow:
FEN1 inhibitor | KAT2A inh | N370S GC mod | compound
-33% | 0% | . | COc1ccc2c(c1)CCc1c(C(=O)Nc3c(C)nn(Cc4ccc(Cl)c(Cl)c4)c3C)noc1-2
-1% | -6% | 1% | Cc1ccc(OC(=O)c2cccc(S(=O)(=O)N(C)C)c2)c(-n2nc3ccccc3n2)c1
-7% | -11% | 3% | Brc1ccc(OCc2nnc3n2CCC3)cc1
-3% | 1% | 3% | COC(=O)c1ccc(/C=N/Nc2nc(-c3ccccc3)cs2)cc1
. | -6% | -13% | Cc1ccncc1C(=O)O
. | 8% | -4% | CC(=O)N[C@H]1CSSC[C@@H](C(=O)N2CCC[C@H]2C(=O)N2CCC[C@H]2C(=O)N[C@@H](CCCCN)C(=O)N[C@@H](CC(=O)O)C(N)=O)NC(=O)CNC(=O)[C@H](Cc2c[nH]c3ccccc23)NC(=O)[C@H](CCCNC(=N)N)NC(=O)[C@@H](Cc2ccc(Cl)c(Cl)c2)NC(=O)[C@H](Cc2cnc[nH]2)NC(=O)[C@H](CCC(=O)O)NC1=O
1% | -4% | -1% | Fc1ccc(Cn2nnc(-c3ccc(CN4CCOCC4)cc3)n2)cc1
19% | -2% | . | Cc1cc(C)nc(-n2nc(C)c3c2NC(=O)CC3c2cc(F)ccc2F)n1 (stereo not drawn)
3% | 3% | 8% | c1ccc2c(c1)OCCOCCOc1ccccc1OCCOCCO2
? | -11% | -8% | BrC(=C\c1ccccc1)/C=N/Nc1ccc2nncn2n1
-4% | -17% | -3% | COc1ccc(C(=S)N2CCOCC2)cc1OC(=O)c1ccc([N+](=O)[O-])cc1
-12% | -3% | 4% | O=C(NN1S(=O)(=O)c2ccccc2S1(=O)=O)c1ccc(Br)cc1
-5% | -6% | 9% | COc1ccc(/C=N/NC(=S)N[C@H]2CC3CCC2C3)cc1 (stereo partly drawn)
3% | 3% | 2% | CC(Sc1ccc(Cl)cc1)C(=O)NCc1ccc2c(c1)OCO2 (stereo not drawn)
9% | 0% | 3% | CCCSCCCNC(=O)Cn1c(=O)c2cccn2c2ccccc21
0% | -8% | . | COc1ccc(C2=CC(=O)C[C@H](c3ccc(Cl)cc3)C2)cn1
-7% | -6% | 5% | Cc1sc2nc(COC(=O)c3ccc(Cl)c(N)c3)[nH]c(=O)c2c1C
2% | 0% | -1% | O=C(COC(=O)c1cnc(Cl)c(Cl)c1)NCCC1=CCCCC1
3% | 1% | 6% | COc1ccc(CC(=O)NC2CCN(Cc3nnnn3C(C)(C)C)CC2)cc1OC
-4% | -19% | -19% | COc1ccc(NC(=O)COc2ccc(CNCCCN3CCOCC3)cc2OC)cc1
-9% | -3% | -9% | COCCCNC(=O)CCc1nnc2ccc(N3CCC(C)CC3)nn12
-2% | -2% | -2% | NNC(=O)c1ccc(Cn2cc(Cl)cn2)cc1
-2% | -7% | 7% | S=c1[nH]nc(COc2ccc(Cl)cc2)n1C1CCCCC1
-22% | -27% | 23% | C[C@H](NC(=O)c1nc[nH]c1C(=O)N[C@@H](CCCCNC(=O)OC(C)(C)C)C(=O)OC(C)(C)C)c1ccccc1
12% | -3% | 27% | O=C(Nc1ccc2snnc2c1)N1CCN(c2ccccc2)CC1
4% | -6% | . | CCc1ccc(NC(=O)C(CC)n2nnc(C(=O)OC)c2C(=O)OC)cc1 (stereo not drawn)
6% | -4% | 1% | O=C(NCc1ccccc1)c1ccccc1-c1nc2ccccc2[nH]1
20% | -3% | -3% | CCc1cc(=O)oc2cc(OC(C)C(=O)NCCCn3ccnc3)ccc12 (stereo not drawn)
40µM* | -1% | 12% | CN1CCc2cc3c(c4c2[C@H]1[C@H](O)c1ccccc1-4)OCO3
6% | 2% | -14% | COc1ccc2cc(C(=O)C3CCCN(C(=O)/C=C/c4ccccn4)C3)ccc2c1 (stereo not drawn)
10% | -15% | . | CC(=O)c1ccccc1NS(=O)(=O)c1cc2c(cc1C)NC(=O)CO2
1% | -12% | -2% | CC(C)(C)NC(=O)COC(=O)CCC(=O)c1ccc(F)cc1
-15% | -2% | . | CC[C@]12c3[nH]c4ccccc4c3CCN1C(=O)C(CC(=O)NCCc1ccccn1)C[C@@H]2C(=O)N1CCN(C(=O)C2CC2)CC1 (stereo partly drawn)
-1% | -7% | 7% | O=C1N=c2ccccc2=C1c1sc(=S)n(NC(=O)c2cccc(O)c2)c1O
-5% | -3% | 9% | NC(=O)Cn1c(=O)n(CC(=O)N2CCCCC2)c(=O)c2sccc21
-3% | 2% | -4% | COc1cc(CC(=O)OCC(=O)Nc2cccc([N+](=O)[O-])c2)cc(OC)c1OC

# Of the compounds above, two have a furan ring, fused or not.
FEN1 inhibitor | KAT2A inh | N370S GC mod | compound
-2% | 4% | 2% | CN1CCN(c2ccc(CNC(=O)c3cc4ccccc4o3)cc2)CC1
-3% | -5% | . | COc1ccc(CNC(=O)COC(=O)C(CCSC)NC(=O)c2ccco2)cc1OC (stereo not drawn)

# The list continues:
FEN1 inhibitor | KAT2A inh | N370S GC mod | compound
-8% | ? | -3% | O=C(COc1ccc2c3c(c(=O)oc2c1)CCCC3)NCCCn1ccnc1
-1% | -14% | -5% | COc1cc(C(=O)NCC2CCCO2)ccc1OCc1ccccc1Cl (stereo not drawn)
-3%&-5% | -6%&-5% | -5% | CC1CCN(S(=O)(=O)c2ccc3c(c2)N(C)C(=O)CC(=O)N3C)CC1
10% | 1% | 9% | Cc1ccc(S(=O)(=O)N2CCOCC2)cc1C(=O)OCC(=O)N1CCc2ccccc2C1
-2% | -31% | -2% | O=C(Nc1ccc(N2CCOCC2)cc1N1CCOCC1)c1cccc([N+](=O)[O-])c1
-5% | -2% | -3% | Cc1ccc(S(=O)(=O)NCc2ccc(C(=O)NCCCN3CCC(Cc4ccccc4)CC3)cc2)cc1
-2% | 1% | 7% | O=C(Nc1ccc2c(c1)C(=O)NC2=O)c1cccc(C(F)(F)F)c1
8% | -2% | 9% | CCOC(=O)c1sc(NC(=O)CCN2CCCCCC2)c(C(=O)OCC)c1C
12% | 2% | -14% | COc1ccc(CCNc2nc(-c3ccc(O)cc3)cs2)cc1OC
-2% | -1% | -9% | O=C(NNC(=O)c1ccc(-n2cncn2)c([N+](=O)[O-])c1)c1ccc(Cl)cc1
10% | -9% | -10% | CC(C)Oc1ccc(OCCNC2CCCC2)cc1
-1% | -13% | -1% | COc1ccc(N2CC(NS(=O)(=O)c3cccs3)CC2=O)cc1 (stereo not drawn)
8% | -8% | -7% | Cc1ccc(-n2c(SCC(=O)Nc3ccc4c(c3)OCO4)nnc2-c2ccccn2)cc1
-19% | -1% | -5% | CCn1cc(CN2CCCC(C(=O)Nc3cccc(-c4cc5ccccc5[nH]4)c3)C2)cn1 (stereo not drawn)
-7% | -1% | -18% | O=S(=O)(c1ccc(F)c(F)c1)N1CCN(CCc2ccccc2)CC1
0% | 22% | 2% | Cc1csc(NC(=O)CCCC(=O)c2ccccc2)n1
-6% | -2% | 8% | CCN(Cc1ccccc1)C(=O)CSc1nc(C)cc(=O)[nH]1
9% | -3% | 5% | CCC(CC)C(=O)NCCN1CCN(C(=O)C(CC)CC)CC1
-11% | -8% | -4% | O=C(CCc1c[nH]c2ccccc12)NC(Cc1ccccc1)C(=O)O (stereo not drawn)
2% | -2% | -20% | COc1ccc(C)cc1S(=O)(=O)N1CCC2(CC1)OCCN2S(=O)(=O)c1cccs1
. | -7% | -17% | N#Cc1cccc(-c2nc(NCc3cccnc3)c3ccccc3n2)c1
-22% | -12% | 5% | COc1ccc(OC)c(NC(=O)c2cc3ccccc3cc2OC)c1
5% | -8% | 4% | O=C1NCC(CN(c2ccccc2)c2ccccc2)O1 (stereo not drawn)
15% | -3% | 10% | CN1CCN(Cc2cccc(Oc3ccc(Cl)cc3)c2)CC1
-7% | -4% | -20% | Cc1nn(Cc2ccc(Cl)cc2)c(C)c1NC(=O)c1ccc([N+](=O)[O-])cc1
13% | -11% | -23% | CC1(C)OC(=O)C(=CSc2ccc(C(C)(C)C)cc2)C(=O)O1
0% | 0% | 4% | CC(C)(C)c1ccc(-c2conc2N)cc1
-12% | -6% | . | COc1ccc(C2CC(=O)c3cc(-c4nc(-c5cccc([N+](=O)[O-])c5)cs4)c(=O)n(-c4ccccc4N)c3C2)cc1 (stereo not drawn)
3% | -10% | -7% | CCN=C1S/C(=C\c2ccc(O)c(OCC)c2)C(=O)N1CC
3% | -8% | -13% | CCCC1(C(=O)OCC)NC(c2ccc(N(C)C)cc2)C2C(=O)N(c3ccc(F)cc3)C(=O)C21 (stereo not drawn)
13% | -30% | -5% | O=C(CSc1ccc([N+](=O)[O-])cc1)NCC1CCCCC1
0% | -20% | -18% | Fc1ccc(CNc2ccccn2)cc1
4% | -1% | 0% | CC(C)OCCCNc1nc2c(c(=O)n(Cc3ccccc3F)c(=O)n2C)n1C
-13% | 0% | . | Cc1ccc(NC(=O)N2CCN(C(=O)c3nsc4ccccc34)CC2)cc1C
7% | -2% | 0% | O=C(CN1CCOCC1)Nc1ccc(-c2nc3ccccc3[nH]2)cc1
1% | -10% | -1% | CCn1nc(C)c(CNC(=O)CC2C(=O)NCCN2CC(C)(C)C)c1C (stereo not drawn)
14% | -1% | 10% | Cc1nc2ccccc2n1Cc1n[nH]c(=S)n1-c1ccc(Cl)cc1
-17% | ? | 3% | O=C(N/N=C/c1cc2c(cc1Cl)OCO2)c1cccc(Br)c1
-15% | -1% | 8% | Cc1ccc(CSc2nnc([C@@H]3CCCN3C(=O)OC(C)(C)C)o2)cc1
-4% | -9% | 27% | Cc1ccc(S(=O)(=O)/N=C(\N)Nc2nc(C)c3ccccc3n2)cc1
0% | -5% | -16% | CCN(CC(=O)NCc1ccc(Cl)cc1)C(=O)CCOc1ccc(C)cc1
2% | 1% | -11% | CCc1ccccc1NC(=S)N(CCN1CCOCC1)Cc1ccccc1F
-7% | -1% | -3% | Cc1cccc(N2C(=O)C(O)=C(C(=O)c3cccs3)C2c2ccc(F)cc2)n1 (stereo not drawn)
-23% | 1% | . | CCc1nn(C(C)C(=O)N2CCN(c3cccc(C(F)(F)F)c3)CC2)c(=O)c2cc3occc3n12 (stereo not drawn)
-7% | -2% | -7% | O=C(NCCc1ccccc1)C1CCC(CNS(=O)(=O)c2ccc(F)cc2)CC1 (stereo not drawn)
0%&-10% | -6% | 10% | COc1ccc(C(=O)CSc2nnc(-c3cc4ccccc4cc3O)n2Cc2ccco2)cc1

# Rows were taken by chance. About 0.54% of those tested had a hit in this group.
